# TbPYK inhibitor = inhibitors of Trypanosoma brucei pyruvate kinase; Q57TT1; TbPYK enzyme, Kinase-Glo Plus ATP luminescence, 45 min; Potency, µM (top dose mostly 76.8 µM), inactives show at the top dose activity, negative = inhibition, most hits filed as inhibitors; actives 0.12% (n = 410,000); AID 624173; note: potency is the fitted concentration of half-maximal effect; nearly all actives have a fitted effect of over 50% in size
#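 ADP (130 uM final) triggers the TbPYK reaction after compound addition; incubation is 45 min at room temperature. Kinase-Glo Plus is then added and luminescence imaged. Normalized data are fitted to concentration-effect curves.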
# AMA1 RON2 block = AMA1-RON2 (P. falciparum) interaction inhibition. AlphaScreen AMA1-biotinylated RON2 peptide binding. Potency, µM (series often up to 58.2 µM), for the others: at the top dose activity change, negative = inhibition, actives largely listed as inhibitors. actives 0.2% (n = 360,000);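 note: potency is the fitted concentration of half-maximal effect; 0% = vehicle wells and -100% = peptide control; nearly all actives have a fitted effect of over 45% in size; some results filed as inactive show a strong effect at the top dose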
#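 AMA1 (3D7) with his tag at 25 nM final met compounds first, then biotinylated RON2 peptide at 25 nM; detection used donor plus acceptor beads, 10 µg/mL apiece, read by AlphaScreen after 30 min at room temperature.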
# HCMV inh = inhibitors of human cytomegalovirus; HFF cells, HCMV-luciferase reporter, 72 h; active compounds read low; activity change, negative = inhibition, % at 57.5 µM; actives 4.5% (n = 410,000); AID 1259415; in the data active = activity change below about -60%; inconclusive = no clear call, values can overlap the other calls; inactive = above about -39%
#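 Two compound doses tested in HFFs infected with HCMV-luciferase, MOI 1 PFU/cell, 72 h at 37C. Lysate luminescence read with OneGlo; data normalized against buffer-only and 10uM Salinomycin inhibitor controls.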
# HCV inhibitor = blocks hepatitis C virus | Huh7.5.1 HCVcc-Cre infection, luciferase reporter, 44 h | Potency, µM (doses to about 41.8 µM), without a hit: at the top dose activity change, negative = inhibition, usual class: inhibitors | actives 3.4% (n = 340,000) | AID 651820; note: potency is the fitted concentration of half-maximal effect
#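 A cell-based infection assay in which seeded cells (1,000 per well) receive test compound after 4 h, are inoculated with HCVcc-Cre at approximately 0.5 moi, and are incubated 44 h before luminescence detection.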
# LmPK inh = blocks Leishmania mexicana pyruvate kinase activity; purified LmPK, Kinase-Glo ATP luminescence, 1 h; Potency, µM (titrated, usually from 57.5 µM), inactives show at the highest dose activity change, negative = inhibition, actives largely listed as inhibitors; actives 0.37% (n = 290,000); AID 1721; note: potency is the fitted concentration of half-maximal effect
# Target sequence (Q27686 whole entry, looked up): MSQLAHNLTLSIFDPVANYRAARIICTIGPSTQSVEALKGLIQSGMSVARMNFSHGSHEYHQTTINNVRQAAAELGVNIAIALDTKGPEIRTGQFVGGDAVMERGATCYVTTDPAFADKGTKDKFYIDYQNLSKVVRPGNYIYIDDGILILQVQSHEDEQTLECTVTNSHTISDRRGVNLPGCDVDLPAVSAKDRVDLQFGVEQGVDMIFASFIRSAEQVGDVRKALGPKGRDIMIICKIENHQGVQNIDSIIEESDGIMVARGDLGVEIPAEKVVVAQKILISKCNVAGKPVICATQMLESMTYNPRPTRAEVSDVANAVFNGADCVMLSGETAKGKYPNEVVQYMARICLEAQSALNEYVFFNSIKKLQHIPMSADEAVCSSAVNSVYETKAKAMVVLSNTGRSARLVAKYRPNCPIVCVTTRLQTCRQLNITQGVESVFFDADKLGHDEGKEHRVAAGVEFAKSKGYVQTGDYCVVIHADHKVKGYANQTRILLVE
#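 Kinase-Glo luminescence read after 1 h RT reaction of 0.1 nM LmPK with 0.5 mM PEP and 0.1 mM ADP. Activity scaled between uninhibited and enzyme-free controls.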
# AmpC inh detg = blocks E. coli AmpC beta-lactamase in detergent assay | P00811 | AmpC hydrolysis of nitrocefin, absorbance 480 nm, 0.01% Triton | Potency, µM (top dose mostly 114 µM), for inactives: at the top dose activity change, negative = inhibition, actives largely listed as inhibitors | actives 0.041% (n = 370,000) | AID 485294;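 note: potency is the fitted concentration of half-maximal effect; 0% = no-compound wells and -100% = no-enzyme wells; nearly all actives have a fitted effect of over 25% in size; some results filed as inactive show a strong effect at the top dose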
# Target sequence (P00811 whole entry, looked up): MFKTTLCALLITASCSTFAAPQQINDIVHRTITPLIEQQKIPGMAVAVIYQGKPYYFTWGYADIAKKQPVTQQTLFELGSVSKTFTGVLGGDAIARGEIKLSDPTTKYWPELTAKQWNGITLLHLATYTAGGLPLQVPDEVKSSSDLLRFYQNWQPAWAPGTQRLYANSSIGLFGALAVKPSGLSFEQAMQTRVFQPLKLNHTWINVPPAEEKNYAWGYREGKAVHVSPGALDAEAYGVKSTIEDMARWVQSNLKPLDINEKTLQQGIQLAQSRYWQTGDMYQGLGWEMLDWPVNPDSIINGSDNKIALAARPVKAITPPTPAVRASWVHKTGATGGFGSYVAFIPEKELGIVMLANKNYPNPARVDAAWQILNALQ
#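 AmpC (5.3 nM in the dispensed reagent) in 20 mM phosphate pH 7.0 with 0.01% (detergent screen) or 0.0001% Triton X-100 was preincubated with compounds for 15 min at room temperature. Nitrocefin was then added from an 800 uM solution, and hydrolysis was followed at 480 nm.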
# AmpC no deterg = inhibitors of E. coli AmpC beta-lactamase without detergent. actives 0.52% (n = 330,000). AmpC nitrocefin hydrolysis, absorbance 480 nm, 0.0001% Triton. Potency, µM (top dose mostly 57.1 µM), inactives show at the top dose activity change, negative = inhibition, usual class: inhibitors. AID 485341. P00811;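 note: potency is the fitted concentration of half-maximal effect; plate controls were no compound for no effect and no enzyme for full effect; nearly all actives have a fitted effect of over 20% in size; some results filed as inactive show a strong effect at the top dose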
#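 20 mM phosphate pH 7.0 + 0.01% (detergent screen) or 0.0001% Triton X-100; 5.3 nM AmpC reagent; cpd preinc 15 min RT; nitrocefin (800 uM stock) to start; A480 q20 s × 4 min; Activity was normalised to no-enzyme and no-compound control wells.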
# Active calls of the source: *; ? = inconclusive; · = no result given; & = joins results of further samples; [ ] = another dose, or the depositor's remark. Unless noted, calls come from the whole dose curve; as a rule, active = well fitted curve in the direction sought with a large enough effect; inconclusive = small, poorly fitted or top-dose-only effect, or another doubt; inactive = no such curve, though single readings can be large; an effect the other way counts as inactive or inconclusive. Unless noted, % is set by controls: 0 for no effect and ±100 for the full control effect. Not a hit list. Share with any hit: about 7.5%.
SMILES,TbPYK inhibitor,AMA1 RON2 block,HCMV inh,HCV inhibitor,LmPK inh,AmpC inh detg,AmpC no deterg
O=C(CCCN1C(=O)NC2(CCCC2)C1=O)N1CCN(S(=O)(=O)c2ccccc2)CC1,3%,-4%,-13,15%,·,7%,4%
CCOC(=O)N1CCc2c(sc3[nH]c(=S)[nH]c(=S)c23)C1,-10%,82%[activator],·,6%,-2%,2%,-29%
CCn1c(Cc2ccccc2)nnc1SCC(=O)Nc1ccccc1,-7%,8%,8,2%,6%,-5%,3%
COc1ccc(CCNC(=O)CCn2c(=O)c3ccccc3n(CC(=O)Nc3cccc(C)c3)c2=O)cc1OC,6%,·,-2,·,·,12%,·
COc1cc2c(c(OC)c1OC)-c1ccc(O)c(=O)cc1C(NC(C)=O)CC2 (stereo not drawn),-23%,8%,·,14%,-5%,-14%,0%
COc1ccc(C2SCC(=O)Nc3c2c(C)nn3C2CCOC(C)(C)C2)cc1OC (stereo not drawn),4%,11%,-17,4%,4%,12%,117%[activator]
CCc1cccc(NC(=O)CSc2nncn3c2cc2sccc23)c1,-1%,·,?,·,·,-2%,·
COc1ccc(/C=N/O)cc1COc1ccc(NC(C)=O)cc1,3%,-1%,-3,?,0%,-10%,-2%
CCOC(=O)COc1c(OC)cc(Cl)cc1C1Nc2ccccc2C(=O)N1c1ccc(F)cc1 (stereo not drawn),4%,-4%,6,-24%,-4%,3%,7%
Cc1ccccc1OCc1nnc2n1CC(C)S2 (stereo not drawn),-10%,-1%,29,0%,-1%,?,?
CCc1ccc(CNCc2ccc(OCC(O)CN(C)Cc3ccccc3)cc2)nc1 (stereo not drawn),1%,60%[activator],0,11µM*,7%,0%,56%
O=C1c2ccccc2C(=O)N1CCCc1nc2ccccc2c(=O)n1CCCn1ccnc1,-3%,-13%,-29,0%,0%,?,8%
COc1ccccc1CNC(=O)C1CCN(S(=O)(=O)c2ccc3c(c2)CCCN3C(C)=O)CC1,-2%,·,-8,·,·,6%,·
O=C(c1cc(COc2c(F)cccc2F)on1)N1CCC(c2ccncc2)CC1,-3%,16%,-84*,5µM*,4%,-4%,77%[activator]
C=CCN1C(=O)/C(=c2\sc3nc(=O)c(Cc4ccc(OC)c(OC)c4)nn3c2=O)c2ccccc21,?,-5%,138,-6%,?,-6%,-36%
Cc1ccn2c(=O)nc(SCC(=O)NCc3ccccc3)nc2c1,-4%,-1%,-1,-1%,·,?,-19%
Cc1ccc(NC(=O)c2cnc3sc(N4CCOCC4)nn3c2=O)cc1N(C)C,-5%,·,-2,·,·,-1%,·
Cc1ccc(NC(=O)c2cccc(NC3=NC4CS(=O)(=O)CC4S3)c2)cc1C (stereo not drawn),-3%,36%[activator],44,-4%,0%,-4%,-22%
O=C1CCN(CCc2ccccc2)CCN1CCSc1ccc(Br)cc1,2%,-8%,-2,-3%,0%,-2%,199%[activator]
O=C(Nc1ccccc1)Nc1nc(-c2ccc(F)cc2)cs1,-10%,-19%,-33,-2%,-4%,-2%,-19%
Cc1ccc(F)cc1NC(=O)CN1CCN(c2ccccn2)CC1,0%,0%,-16,3%,4%,7%,29%
Cc1cc(C)c(NC(=O)CSc2nc(=O)n(Cc3ccco3)c3c2CCC3)c(C)c1,-5%,·,-13,·,·,2%,·
CCOC(=O)N1CCN(C(=O)CN(c2ccc3c(c2)OCO3)S(C)(=O)=O)CC1,1%,0%,-2,21%,0%,-3%,-10%
CC(C)N(C(=O)Cn1cc(SCC(=O)Nc2ccccc2C(F)(F)F)c2ccccc21)C(C)C,3%,·,-13,·,·,-3%,·
Cc1cccc(NS(=O)(=O)c2ccc3c(c2)CCC(=O)N3)c1,0%&1%,14%,-13&21,-25%,1%,-13%,-22%

# Single records, as listed above.
# `Cc1ccc(F)cc1NC(=O)CN1CCN(c2ccccn2)CC1` across the screens: TbPYK inhibitor: 0%; AMA1 RON2 block: 0%; HCMV inh: -16; HCV inhibitor: 3%; LmPK inh: 4%; AmpC inh detg: 7%; AmpC no deterg: 29%
# `COc1ccc(/C=N/O)cc1COc1ccc(NC(C)=O)cc1` across the screens: TbPYK inhibitor: 3%; AMA1 RON2 block: -1%; HCMV inh: -3; HCV inhibitor: ?; LmPK inh: 0%; AmpC inh detg: -10%; AmpC no deterg: -2%

# Returning to the listing with the three entries that preceded the break.
SMILES,TbPYK inhibitor,AMA1 RON2 block,HCMV inh,HCV inhibitor,LmPK inh,AmpC inh detg,AmpC no deterg
CCOC(=O)N1CCN(C(=O)CN(c2ccc3c(c2)OCO3)S(C)(=O)=O)CC1,1%,0%,-2,21%,0%,-3%,-10%
CC(C)N(C(=O)Cn1cc(SCC(=O)Nc2ccccc2C(F)(F)F)c2ccccc21)C(C)C,3%,·,-13,·,·,-3%,·
Cc1cccc(NS(=O)(=O)c2ccc3c(c2)CCC(=O)N3)c1,0%&1%,14%,-13&21,-25%,1%,-13%,-22%
O=C(NC1CCN(C(=O)Nc2cccc(Cl)c2)CC1)c1ccco1,-22%,19%,-6,3%,-3%,-14%,-2%
CCOc1ccc2nc(COC(=O)c3cccs3)c(C(=O)c3ccccc3)[n+]([O-])c2c1,-5%,-2%,-24,1%,3%,-6%,-15%
COc1ccc(NC(=O)CS(=O)(=O)c2cn(CC(=O)N3CCCC3)c3ccccc23)c(OC)c1,0%,20%,-38,-5%,1%,-13%,30%
CCCN(Cc1nnc(-c2cccs2)o1)C(=O)CN1C(=O)NC2(CCCCC2)C1=O,-4%,0%,-39,-13%,·,-15%,22%
Cc1ccc(NC(=S)N(CCN(C)C)Cc2cccs2)cc1C,-3%,-12%,-24,-2%,0%,3%,1%
COc1ccc(C(=O)C2CCCN(C(=O)COc3ccc(C(C)=O)cc3)C2)cc1F (stereo not drawn),2%,5%,24,-20%,-2%,-2%,60%
CC1CCN(c2c(NCC3CCC(C(=O)NCCC4=CCCCC4)CC3)c(=O)c2=O)CC1 (stereo not drawn),0%,-6%,-28,-3%,1%,5%,-16%
Clc1ccc2nc(-c3ccccc3)cn2c1,?,-9%,?,-7%,?,3%,-15%
O=C(Nc1cccc(S(=O)(=O)C(F)F)c1)c1ccc(S(=O)(=O)N2CCCCC2)cc1,4%,-26%,?,?,7%,?,-26%
CCCOc1ccc(C2C(=O)N(C3CCCCC3)CC(=O)N2C2CC2)cc1OC (stereo not drawn),3%,-3%,?,15%,-1%,0%,58%
COc1cc(S(=O)(=O)N2CCN(Cc3ccc4c(c3)OCO4)CC2)c(C)cc1C,1%,-29%,5,-14%,1%,-14%,33%
CC/S(C)=N/S(=O)(=O)c1ccc(C)cc1 (stereo not drawn),3%,-2%,-11,35%[activator],-2%,-8%,-21%
O=C(N/N=C/c1cc(Br)ccc1O)c1ccncc1,-15%,-77%,0,?,-1%,0%,-12%
O=C(NNC(=S)NC(=O)c1ccccc1[N+](=O)[O-])c1ccccc1[N+](=O)[O-],-12%,39%[activator],15,-8%,11%,-8%,-17%
CC1(C)SC(=S)N(NC(=O)Nc2cccc3ccccc23)C1N(O)C(=O)Nc1ccccc1 (stereo not drawn),-1%,22%,-75*,?,3%,-12%,-14%
O=C(CN1C(=O)COc2ccccc21)N1CCCC1,-18%,-2%,-10,15%,-4%,?,-13%
Cc1ccc(NC(=O)c2sc3ncnc(N(C)C4CCCCC4)c3c2C)c(C)c1,0%,·,-8,·,·,7%,·
CCCC(=O)Nc1nc2c(C)c(Cl)ccc2s1,5%,7%,41,?,-2%,4%,-29%
CCN(CCCNC(=O)CCn1c(=S)[nH]c2cc3c(cc2c1=O)OCO3)c1cccc(C)c1,1%,63%[activator],-4,?,-2%,-2%,-35%
O=C(Nc1ccn(CCOC(=O)c2ccccc2)c(=O)n1)c1ccccc1,-4%,-4%,-22,·,·,·,·
COc1ccccc1NC(=O)CSc1nnc(C2CCCCC2)n1N,-14%,-7%,29,-3%,2%,-2%,-6%
CCn1cc(-c2cc(C(=O)O)c3ccccc3n2)cn1,-12%,-4%,4,10%,-28%,1%,-10%
Cn1ccnc1-c1ccc(-c2nccn2C)cc1,0%,-4%,-17,?,0%,-2%,-1%
O=C(/C=C/c1cccc(Br)c1)N1CCN(c2cccc(C(F)(F)F)c2)CC1,-13%,0%,1,0%,-5%,-6%,-4%
CCC(CC)NC(=O)Nc1ccc(F)c(Cl)c1,2%,12%,-22,6%,-1%,-11%,-21%
# Next results
SMILES,TbPYK inhibitor,AMA1 RON2 block,HCMV inh,HCV inhibitor,LmPK inh,AmpC inh detg,AmpC no deterg
COc1ccc(Nc2oc(/C=C/c3cc(OC)c(OC)c(OC)c3)nc2C#N)cc1,-3%,·,17,·,·,4%,·
Cc1ccc(CNC(=O)C2CCC(CNc3c(N4CCC(C)CC4)c(=O)c3=O)CC2)cc1 (stereo not drawn),6%,-4%,0,0%,2%,4%,-4%
Cc1noc(C)c1COc1cccc(C(=O)Nc2cccnc2)c1,5%,-8%,-2,-25%,-4%,-5%,-13%
Cc1c(NC(=O)c2cccc(NC(=O)COc3ccccc3C#N)c2)c(=O)n(-c2ccccc2)n1C,-8%,-19%,42,-16%,·,?,5%
CCC(Sc1nc2ncccc2o1)C(=O)Nc1ccc(OC)c(OC)c1 (stereo not drawn),1%,·,30,·,·,21%,·
COc1ccc(CCNC(=O)c2nnn(-c3cc(C)cc(C)c3)c2N)cc1OC,-1%,5%,-23,?,2%,?,84%[activator]
Nn1cc(-c2ccccc2)nc1SCC(=O)NC1CCS(=O)(=O)C1 (stereo not drawn),0%,-1%,23,14%,-1%,4%,-11%
Cn1c(O)c(/C=N/c2ncccn2)c(=O)n(C)c1=O,-1%,-12%,-12,29%,-11%,0%,-10%
CCCc1cc(C(=O)O)c2ccccc2n1,10%,-1%,·,7%,-3%,-7%,-13%
COCCn1c(SCC(=O)NC(=O)Cc2ccccc2)nc2ccccc2c1=O,-1%,-3%,-20,0%,·,2%,4%
CN1CCC(OC(c2ccccc2)c2ccc(Cl)cc2)C1 (stereo not drawn),2%,-1%,-38,?,·,·,·
CCCCc1nc(N2CCN(C(=O)c3ccco3)CC2)c(C#N)c2c1CCCC2,7%,-14%,0,14µM*,0%,-1%,18%
CCN1CC(CN(C)Cc2nc(-c3ccc(C(F)(F)F)cc3)oc2C)CC1=O (stereo not drawn),7%,3%,-25,-12%,-1%,-3%,171%[activator]
COc1ccc(-c2nn(C)c3sc(C(=O)N4CCN(c5cccc(Cl)c5)CC4)cc23)cc1OC,-4%,·,-10,·,·,0%,·
O=C(CCC(=O)Nc1cccc(C(F)(F)F)c1)NCC1CCCO1 (stereo not drawn),2%,-4%,10,13%,2%,-7%,0%

# Source: PubChem BioAssay
